C diff growth = inhibitors of Clostridium difficile growth; Clostridium difficile clinical isolate growth, OD600, 24 h; active compounds read low; growth activity, negative = inhibition, % at 16 µg/mL (by protocol); actives 0.25% (n = 86,000);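 active = mean growth activity at or below -80% and every replicate also at or below -80%; inconclusive = mean at or below -80% but some replicate above -80%; inactive = mean growth activity above -80%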;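 note: 0% = DMSO wells and -100% = levofloxacin 16 µg/mL wells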
Pf Dd2 growth = P. falciparum Dd2 growth inhibition; activity change, % at 10 µM; SYBR Green, 72 h; active compounds read low; actives 2.3% (n = 94,000); AID 1159554; in the data active = activity change below about -80%; inconclusive = no clear call, values can overlap the other calls
Tcruzi prolif = T. cruzi proliferation inhibition. T. cruzi beta-gal in NIH3T3, GalScreen luminescence, 90 h. inhibition, % at 8.34 µM. actives 5.9% (n = 77,000). AID 624255;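 active = mean inhibition above about 93%, with at least 55% of replicates each passing it, limit read from the data, passing the limit was not always enough; inconclusive = only one of those two conditions holds; inactive = neither condition holds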
GASC1 inh = blocks human GASC-1 (KDM4C) demethylase activity | GST-KDM4C 2-372, H3K9me3 peptide, LANCE TR-FRET | inhibition, % at 12.5 µM | actives 0.15% (n = 96,000) | AID 720574;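 active = mean replicate inhibition above about 25%, with at least 55% of replicates also reaching it, limit read from the data, passing the limit was not always enough; inconclusive = only one of those two conditions met; inactive = neither condition met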
Target sequence (Q9H3R0 2-372 limits assumed): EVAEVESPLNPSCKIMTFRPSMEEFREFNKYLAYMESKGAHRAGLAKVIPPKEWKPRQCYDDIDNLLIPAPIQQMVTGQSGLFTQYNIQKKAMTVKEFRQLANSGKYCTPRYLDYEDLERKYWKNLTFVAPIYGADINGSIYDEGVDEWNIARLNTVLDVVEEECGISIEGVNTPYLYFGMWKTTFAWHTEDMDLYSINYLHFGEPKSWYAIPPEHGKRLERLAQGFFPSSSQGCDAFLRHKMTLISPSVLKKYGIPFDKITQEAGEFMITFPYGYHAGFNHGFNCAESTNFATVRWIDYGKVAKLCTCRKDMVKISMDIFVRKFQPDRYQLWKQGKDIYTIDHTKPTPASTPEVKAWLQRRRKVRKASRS
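System: N-terminal GST-fused human GASC-1 (KDM4C) fragment, residues 2-372 / Amount: 10 nM GST-KDM4C in enzyme reaction / Also added: H3K9me3 peptide with Fe(II)/2OG / Times: 30 min demethylation and 1 h detection at room temperature / Signal: LANCE TR-FRET / Read-out basis: Fall in 671/618 emission ratio as inhibition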
Starred values were filed as active, the others as inactive; ? = inconclusive; . = not tested or not shown; & = joins results of further samples.

Screens in order: C diff growth, Pf Dd2 growth, Tcruzi prolif, GASC1 inh
> C/C=C/c1cnc2c(c1)C(=O)N([C@@H](C)CO)C[C@@H](C)[C@H](CN(C)C(=O)NC1CCCCC1)O2
→ -1, 4, 80, 8.6
> CO[C@@H]1CN(C)C(=O)c2cc(NS(=O)(=O)CC(F)(F)F)ccc2OC[C@H](C)N(Cc2nccs2)C[C@@H]1C
→ ., 17, -46, -0.9
> COc1ccc2c3c([nH]c2c1)[C@H](CO)N(C(=O)CN(C)C)CC31CCN(CC2CCCC2)CC1
→ 6, -73, ., 2.2
> COc1ccc(CN(C)C[C@@H]2OCCCC[C@@H](C)Oc3ccc(NC(=O)c4ccncc4)cc3C(=O)N([C@H](C)CO)C[C@@H]2C)cc1
→ -4, 10, 47, 18
> CC(C)NC(=O)N1C[C@H]2[C@@H](c3ccccc31)[C@H](CO)N2C(=O)Nc1cccc(F)c1
→ -2, -12, 28, -0.1
> O=C(Nc1cc(F)ccc1F)N[C@H]1CC[C@H](CCn2cc(C3CCCCC3)nn2)O[C@@H]1CO
→ -1, -18, ., 6.6
> CNC[C@@H]1Oc2cc(C#Cc3ccccc3)ccc2S(=O)(=O)N([C@H](C)CO)C[C@H]1C
→ 24, -66, ., -3.2
> CC(C)NC(=O)N(C)C[C@H]1Oc2ccc(NC(=O)Nc3ccc(F)cc3)cc2C(=O)N([C@@H](C)CO)C[C@H]1C
→ 2, -3, ., 1.9
> COc1ccccc1-c1cnc2c(c1)C(=O)N([C@@H](C)CO)C[C@H](C)[C@@H](CN(C)CC1CCOCC1)O2
→ -1, 20, ., -0.3
> COc1ccc(NC(=O)N(C)C[C@@H]2Oc3ncc(-c4ccc(F)cc4)cc3C(=O)N([C@H](C)CO)C[C@@H]2C)cc1
→ -1, -28, 15, -0.2
> C[C@@H]1CN([C@H](C)CO)C(=O)c2cc(C#CCN(C)C)cnc2O[C@H]1CN(C)Cc1cccc(F)c1
→ -1, 8, -31, 2.6
> C[C@@H]1CN([C@H](C)CO)C(=O)Cc2cc(NS(=O)(=O)c3ccccc3)ccc2O[C@@H]1CN(C)C(=O)NC1CCCCC1
→ -4, 13, 16, -0.8
> CC(C)NC(=O)Nc1ccc2c(c1)C(=O)N([C@@H](C)CO)C[C@H](C)[C@@H](CN(C)S(=O)(=O)c1ccc(Cl)cc1)OCCCC[C@@H](C)O2
→ 5, -78, 35, -0.8
> CCCNC(=O)C[C@H]1CC[C@@H]2[C@H](COc3ccc(NC(=O)c4ccccc4)cc3C(=O)N2C)O1
→ -22, -10, 69, 1.2
> CO[C@@H]1CN(C)C(=O)c2cc(NC(=O)C3CC3)ccc2OC[C@H](C)N(Cc2ccc(F)cc2)C[C@H]1C
→ ., ., 34, 1.7

2 entries from above, with bars between the fields.
Compound | C diff growth | Pf Dd2 growth | Tcruzi prolif | GASC1 inh
O=C(Nc1cc(F)ccc1F)N[C@H]1CC[C@H](CCn2cc(C3CCCCC3)nn2)O[C@@H]1CO | -1 | -18 | . | 6.6
COc1ccc(CN(C)C[C@@H]2OCCCC[C@@H](C)Oc3ccc(NC(=O)c4ccncc4)cc3C(=O)N([C@H](C)CO)C[C@@H]2C)cc1 | -4 | 10 | 47 | 18

(more compounds)
Screens in order: C diff growth, Pf Dd2 growth, Tcruzi prolif, GASC1 inh
> CC(C)NC(=O)N(C)C[C@@H]1Oc2ccc(NC(=O)Nc3ccc4c(c3)OCO4)cc2C(=O)N([C@H](C)CO)C[C@@H]1C
→ ., 21, 28, 0.2
> C[C@H]1CN([C@@H](C)CO)C(=O)Cc2cc(NC(=O)Cc3ccccc3)ccc2O[C@@H]1CN(C)C(=O)Nc1ccc(C(F)(F)F)cc1
→ 4, -10, 31, 0.5
> COc1ccc(CN2C[C@H](O)COC[C@H]3O[C@H](CC(=O)NCCN4CCCC4)CC[C@@H]32)cc1
→ -4&-7, 26, 12, -0.1
> C[C@H](CO)N1C[C@H](C)[C@H](CN(C)C(=O)Nc2ccc(C(F)(F)F)cc2)Oc2c(NC(=O)c3nc4ccccc4s3)cccc2C1=O
→ 6, -55, ?, 0.0
> C[C@@H]1CN([C@@H](C)CO)C(=O)CCCn2nncc2CO[C@@H]1CN(C)C(=O)NC1CCCC1
→ -2, 9, ?, 0.3
> COc1cccc(S(=O)(=O)N(C)C[C@@H]2Oc3ncc(C#CCN(C)C)cc3C(=O)N([C@@H](C)CO)C[C@@H]2C)c1
→ -1, -5, 7, 3.8
> O=C(Nc1ccccc1F)N1C[C@H]2[C@@H](c3ccccc31)[C@H](CO)N2C(=O)c1ccc(F)cc1
→ 0, -29, 19, 0.8
> CO[C@@H]1CN(C)C(=O)c2cc(NS(=O)(=O)CC(F)(F)F)ccc2OC[C@@H](C)N(Cc2nccs2)C[C@H]1C
→ ., 16, -57, -1.4
> COCC(=O)N1C[C@@H]2[C@H](c3ccccc31)[C@H](CO)N2Cc1ccccc1F
→ -8, -12, -10, -1.7
> COc1ccc2c3c([nH]c2c1)[C@@H](CO)N(C(=O)c1ccncc1)CC31CCN(C(=O)NC(C)C)CC1
→ 9, -2, ., 0.1
> C[C@H](O)C#Cc1ccc2c(c1)O[C@H](CN(C)C(=O)C1CCCCC1)[C@@H](C)CN([C@@H](C)CO)S2(=O)=O
→ -1, -47, 75, 1.4
> C[C@H](NC(=O)C[C@@H]1C=C[C@@H](NS(=O)(=O)c2cccc(F)c2)[C@@H](CO)O1)c1ccccc1
→ ., -3, -96, 0.1
> CNC[C@H]1Oc2ccc(NC(=O)Nc3ccc(F)cc3)cc2CC(=O)N([C@@H](C)CO)C[C@H]1C
→ 0, 5, ., -0.2
> C[C@@H]1CN([C@H](C)CO)C(=O)c2cc(C#CC3(O)CCCC3)cnc2O[C@@H]1CN(C)Cc1cncnc1
→ -3, 25, 12, -0.8
> Cc1ccc(S(=O)(=O)N[C@@H]2C=C[C@H](CC(=O)NCCCN(C)C)O[C@H]2CO)cc1
→ 2, -4, -52, 2.1

Some of the entries above in another layout.
smiles | C diff growth | Pf Dd2 growth | Tcruzi prolif | GASC1 inh
COCC(=O)N1C[C@@H]2[C@H](c3ccccc31)[C@H](CO)N2Cc1ccccc1F | -8 | -12 | -10 | -1.7
COc1ccc2c3c([nH]c2c1)[C@@H](CO)N(C(=O)c1ccncc1)CC31CCN(C(=O)NC(C)C)CC1 | 9 | -2 | . | 0.1
C[C@H](O)C#Cc1ccc2c(c1)O[C@H](CN(C)C(=O)C1CCCCC1)[C@@H](C)CN([C@@H](C)CO)S2(=O)=O | -1 | -47 | 75 | 1.4
C[C@H](NC(=O)C[C@@H]1C=C[C@@H](NS(=O)(=O)c2cccc(F)c2)[C@@H](CO)O1)c1ccccc1 | . | -3 | -96 | 0.1

(listing goes on)
Screens in order: C diff growth, Pf Dd2 growth, Tcruzi prolif, GASC1 inh
> Cc1ccc(S(=O)(=O)Nc2ccc3c(c2)C(=O)N([C@@H](C)CO)C[C@@H](C)[C@@H](CN(C)C(=O)Nc2ccc(C(F)(F)F)cc2)OCCCC[C@@H](C)O3)cc1
→ 6, -40, 98*, -1.2
> CN(C)C(=O)C[C@@H]1C=C[C@H](NS(=O)(=O)c2ccccc2)[C@@H](CO)O1
→ ., 15, -56, -0.5
> O=C(Nc1cccc(Cl)c1)N1C[C@H]2[C@@H](c3ccccc31)[C@H](CO)N2C(=O)c1ccncc1
→ 4, 16, 17, 1.9
> O=C(C[C@@H]1C=C[C@@H](NC(=O)c2ccc3c(c2)OCO3)[C@@H](CO)O1)NCc1ccc(F)cc1
→ 0, 6, -47, 0.1
> CO[C@H]1CN(C)C(=O)c2cc(NC(=O)c3ccccc3)ccc2OC[C@@H](C)N(C(=O)CN(C)C)C[C@@H]1C
→ -3, 20, -4, 1.2
> COc1ccc(NC(=O)Nc2ccc3c(c2)CC(=O)N([C@@H](C)CO)C[C@@H](C)[C@@H](CN(C)CC2CCCCC2)O3)cc1
→ -11, -29, 50, -0.7
> CCS(=O)(=O)Nc1ccc2c(c1)C(=O)N(C)[C@@H]1CC[C@H](CC(=O)NCc3ccc(OC)cc3)O[C@H]1CO2
→ -6, 5, 16, 0.9
> O=C(C1CCCC1)N1C[C@@H]2N[C@H](C1)C2c1ccc(-c2cncnc2)cc1 (some centres not stated)
→ 3&1, -9&-46, ., 1.4&-1.3
> C[C@@H]1CCCCO[C@H](CN(C)S(=O)(=O)c2cccs2)[C@@H](C)CN([C@H](C)CO)C(=O)c2cc(NC(=O)Nc3ccc(F)cc3)ccc2O1
→ -4, -45, -18, 5.2
> C[C@@H]1CN([C@@H](C)CO)C(=O)CCCn2nncc2CO[C@@H]1CN(C)S(=O)(=O)c1cn(C)cn1
→ ., 9, 8, .
> CCCN(C)C[C@@H]1OCCCC[C@@H](C)Oc2ccc(NS(=O)(=O)c3ccc(C)cc3)cc2C(=O)N([C@H](C)CO)C[C@H]1C
→ 6, -89*, 54, -1.7
> COc1ccc2c3c([nH]c2c1)[C@@H](CO)N(C(=O)C1CC1)CC31CCN(Cc2cccc(F)c2)CC1
→ 1, -32, ., 0.4
> C[C@@H]1CCCCO[C@@H](CN(C)C(=O)Cc2ccccc2)[C@@H](C)CN([C@H](C)CO)C(=O)c2cc(NC(=O)C3CCCCC3)ccc2O1
→ 2, -65, 34, .
> C[C@@H]1CN([C@H](C)CO)S(=O)(=O)c2ccc(-c3ccccc3)cc2O[C@@H]1CN(C)Cc1ccccc1
→ -12, -30, 94, -0.4
> C[C@H](CO)N1C[C@H](C)[C@H](CN(C)C(=O)Nc2ccc3c(c2)OCO3)OCc2cnnn2CCCC1=O
→ ., 5&-1, -284&6, 2.1
> CC=Cc1ccc2n(c1=O)C[C@H]1[C@H](CO)[C@@H](C(=O)N(C)C)N(CC3CCCC3)[C@@H]21 (mixture of isomers)
→ -4, -36, ., 11
> O=C(C1CCCC1)N1CC(=O)N2[C@H](C1)[C@@H](c1ccc(Br)cc1)[C@@H]2CO
→ 4, 19, ., -0.8
> CO[C@H]1CN(C)C(=O)c2ccc(NC(=O)C3CCC3)cc2OC[C@H](C)N(C(=O)CN(C)C)C[C@@H]1C
→ -4, 14, ., 0.2
> C/C=C/c1ccc2c(c1)O[C@H](CN(C)C(=O)Cc1ccncc1)[C@@H](C)CN([C@H](C)CO)S2(=O)=O
→ 1, -76, 56, 4.6
> OC[C@@H]1[C@H](c2ccc(-c3cccnc3)cc2)[C@@H]2CN(CC3CCOCC3)CCCCN12
→ -6, -53, 64, .
> CCCNC(=O)C[C@H]1C[C@H]2c3cc(NS(=O)(=O)c4ccccc4)ccc3O[C@H]2[C@@H](CO)O1
→ -1, 11, -33, 0.7
> C[C@H](CO)N1C[C@H](C)[C@@H](CN(C)C(=O)Nc2ccc3c(c2)OCO3)OCc2ccccc2-c2c(n(C)c3ccccc23)C1=O
→ 0, 36, 52, 0.4
> COCC(=O)N1CC[C@@H]2[C@H](CO)Nc3ccc(C#Cc4cccc(F)c4)cc3[C@@H]21
→ 2, 3, 60, 0.2
> C[C@H](CO)N1C[C@H](C)[C@@H](CN(C)Cc2ccncc2)Oc2cc(-c3cccnc3)ccc2S1(=O)=O
→ 2, -16, 92, 7.9
> C[C@@H](NC(=O)C[C@H]1C[C@H]2c3cc(NC(=O)c4ccc5c(c4)OCO5)ccc3O[C@H]2[C@@H](CO)O1)c1ccccc1
→ 2, 35, -18, -2.2
> O=C(C[C@H]1C[C@H]2c3cc(NS(=O)(=O)c4ccc(F)cc4)ccc3O[C@H]2[C@H](CO)O1)NC1CCCCC1
→ ., -3, -8, -0.5
> CN(C)CC(=O)N1[C@H](CO)[C@@H](c2ccc(C#CC3CCCCC3)cc2)[C@@H]1C#N
→ 2, -20, 99*, -0.7
> O=C(Nc1ccc(Cl)cc1)N1C[C@@H]2[C@H](c3ccccc31)[C@@H](CO)N2C(=O)c1ccccn1
→ -11, 1, 28, -2.0
> C[C@@H]1CN([C@H](C)CO)S(=O)(=O)c2ccc(C#CC3CCCC3)cc2O[C@@H]1CN(C)C(=O)c1cccc(F)c1
→ ., -59, 123*, -1.9
> Cc1ccc(S(=O)(=O)Nc2ccc3c(c2)CC(=O)N([C@H](C)CO)C[C@@H](C)[C@@H](CN(C)CC2CCCCC2)O3)cc1
→ -9, -8, 48, .
> COc1cc(CN2[C@@H]3CNC[C@H]2C3c2ccc(-c3ccccc3C)cc2)cc(OC)c1 (some centres not stated)
→ 14&4, -21&-39, ., -0.5&-0.6
> C[C@@H]1CN([C@@H](C)CO)C(=O)c2cc(-c3cccnc3)cnc2O[C@@H]1CN(C)C(=O)Cc1cccnc1
→ 1, -16, 30, 0.6
> COc1ccc(NC(=O)N(C)C[C@@H]2Oc3c(NS(=O)(=O)c4ccc(F)cc4)cccc3C(=O)N([C@H](C)CO)C[C@@H]2C)cc1
→ 17, -64, 30, -0.5

A few values from the results shown:
Pf Dd2 growth, O=C(Nc1ccc(Cl)cc1)N1C[C@@H]2[C@H](c3ccccc31)[C@@H](CO)N2C(=O)c1ccccn1 stands at 1
Pf Dd2 growth, COc1cc(CN2[C@@H]3CNC[C@H]2C3c2ccc(-c3ccccc3C)cc2)cc(OC)c1 (some centres not stated) stands at -21&-39

Assay outcomes from PubChem BioAssay.
